Assay outcomes: PubChem, National Center for Advancing Translational Sciences (NCATS)
KCNH2 WT inh = inhibitors of human wildtype KCNH2 potassium channel; hit rate 0.37% among 340,000; activity change, % at 1.84 µM; Q12809; U2OS, BacMam KCNH2, thallium flux FluxOr; active compounds read low; AID 720551;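 active = maximum activity change below -70%; inconclusive = maximum activity change between -70% and -50%; inactive = maximum activity change above -50%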; note: % is set by controls: 0 for no effect and ±100 for the full control effect
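U2OS cells transduced with wild-type KCNH2 virus are loaded with FluxOr dye for 45 min, and thallium flux is measured in kinetic reads before and after stimulation buffer. Rate constants are normalized to DMSO controls.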
MLL CXXC-DNA inh = MLL CXXC-DNA interaction inhibition | Q03164 | MLL-CXXC / FITC-HOXA9 DNA fluorescence polarization | hit rate 0.037% among 290,000 | AID 2662 | Potency, µM (titrated, usually from 115 µM), without a hit: at the top dose activity change, negative = inhibition, most hits filed as inhibitors; active = well fitted inhibition curve with a large enough effect in the polarisation, with a control signal flat, not every such curve was filed as active; inconclusive = small, poorly fitted or top-dose-only effect, or effect the other way, or a change in a side signal; inactive = no such curve, though single readings can be large or run the other way; the % refers to the polarisation; note: potency is the fitted concentration of half-maximal effect
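Purified MLL-CXXC (added from a 7 uM solution) was preincubated 5 min at ambient with pinned compounds in 50 mM Tris-HCl pH 7.5, 50 mM NaCl, 1 mM DTT, 0.05% BSA. Fluorescein-labeled HOX-A9 DNA (50 nM solution) followed, 30 min, then polarization read.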
KCNH2 3.1 inh = inhibitors of human KCNH2 3.1 potassium channel isoform; U2OS KCNH2 3.1, thallium flux FluxOr; active compounds read low; activity change, % (tested at about 1.8 µM); hit rate 0.95% among 340,000;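 active = maximum activity change below -70%; inconclusive = maximum activity change from -70% to -50%; inactive = maximum activity change above -50%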;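 note: thallium influx rate constant from kinetic fluorescence after stimulation buffer; % is set by controls: 0 for no effect and ±100 for the full control effect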
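Steps: virus added to U2OS suspension (4 h, RT, dark); medium with 10% FBS added, cells plated, 37 C overnight; FluxOr/Red40 loading buffer 45 min RT; stimulation buffer, 2 min kinetic read; rate constant normalized.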
TRPV1 agonist = agonists of human vanilloid receptor 1 (TRPV1); activation, % at 8.33 µM; Q8NER1; hit rate 0.19% among 320,000; AID 540275; TRPV1-expressing cells, Fluo-8 calcium influx, agonist mode; in the data active = activation above about 80%; inconclusive = between about 30% and that limit; note: 0% is about no effect
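Fluo-8 calcium influx in TRPV1-expressing cells, kinetic read (ex 480/em 520 nm). Compound added and read 3 min for agonist activity, followed by capsaicin at EC20 final and 2 min further read for enhancement.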
MBNL1 CUG block = inhibitors of human MBNL1 binding to CUG repeat RNA; TR-FRET MBNL1-His/biotin-(CUG)12 binding, 665/545 ratio; Potency, µM (titrated, usually from 57.5 µM), for the others: at the highest dose activity change, negative = inhibition, actives largely listed as inhibitors; hit rate 0.036% among 280,000; AID 2675; active = well fitted inhibition curve with a large enough effect in the signal ratio, with a control signal flat, not every such curve was filed as active; inconclusive = small, poorly fitted or top-dose-only effect, or effect the other way, or a change in a side signal; inactive = no such curve, though single readings can be large or run the other way; the % refers to the signal ratio; note: potency is the fitted concentration of half-maximal effect; % is set by controls: 0 for no effect and ±100 for the full control effect
Target sequence (Q9NR56 whole entry, looked up): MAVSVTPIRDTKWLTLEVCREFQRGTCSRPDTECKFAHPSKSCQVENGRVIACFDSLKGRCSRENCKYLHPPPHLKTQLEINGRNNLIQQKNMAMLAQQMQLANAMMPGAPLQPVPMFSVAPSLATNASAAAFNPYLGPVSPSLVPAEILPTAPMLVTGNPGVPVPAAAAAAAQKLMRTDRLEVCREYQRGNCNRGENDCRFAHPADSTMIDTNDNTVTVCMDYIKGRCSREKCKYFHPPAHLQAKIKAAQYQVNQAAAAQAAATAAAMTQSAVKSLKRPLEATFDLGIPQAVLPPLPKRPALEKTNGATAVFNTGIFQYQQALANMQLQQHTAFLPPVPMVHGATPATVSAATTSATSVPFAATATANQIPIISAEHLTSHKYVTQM
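TR-FRET between His-tagged MBNL1 and biotin-(CUG)12 RNA, detected with Tb anti-His antibody (0.055 ng/ul) and streptavidin-XL665 (5 nM), 60 min at room temperature. Compounds titrated 92 nM to 58 uM; 665/545 nm ratio normalized to buffer and complex controls.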
ASM inhibitor = inhibitors of human secretory acid sphingomyelinase | P17405 | placental ASM, HMU-PC fluorogenic substrate, 60 min | Potency, µM (highest dose often 57.5 µM), without a hit: at the highest dose activity change, negative = inhibition, hits mostly inhibitors | hit rate 0.006% among 340,000 | AID 504937; note: potency is the fitted concentration of half-maximal effect
Target sequence (P17405 47-631 limits assumed): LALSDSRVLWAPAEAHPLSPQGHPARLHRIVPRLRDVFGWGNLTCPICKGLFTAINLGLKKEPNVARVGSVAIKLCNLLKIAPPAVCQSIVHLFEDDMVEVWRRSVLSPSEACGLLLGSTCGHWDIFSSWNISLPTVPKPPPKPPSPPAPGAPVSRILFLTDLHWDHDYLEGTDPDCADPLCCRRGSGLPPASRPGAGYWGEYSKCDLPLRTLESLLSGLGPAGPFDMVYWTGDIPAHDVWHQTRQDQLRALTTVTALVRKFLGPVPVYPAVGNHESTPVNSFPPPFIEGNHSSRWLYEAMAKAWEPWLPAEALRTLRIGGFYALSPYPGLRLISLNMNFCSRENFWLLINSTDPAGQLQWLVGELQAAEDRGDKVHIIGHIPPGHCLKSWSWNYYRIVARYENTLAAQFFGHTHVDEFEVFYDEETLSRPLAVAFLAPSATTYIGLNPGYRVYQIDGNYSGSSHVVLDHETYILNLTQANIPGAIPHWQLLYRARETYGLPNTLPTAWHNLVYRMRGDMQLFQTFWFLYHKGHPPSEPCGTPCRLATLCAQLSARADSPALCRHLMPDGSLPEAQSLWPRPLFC
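Human placenta-derived ASM enzyme was preincubated with compound for 10 minutes at room temperature, then given fluorogenic substrate HMU-PC0 (9 uM final) for 60 minutes at 37 °C; a pH 10 stop preceded fluorescence reading at Ex 386/Em 447 nm.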
GALK inh = inhibitors of human galactokinase | P51570 | Purified GALK, Kinase-Glo residual ATP luminescence | Potency, µM (series often up to 57.5 µM), for the others: at the highest dose activity change, negative = inhibition, most hits filed as inhibitors | hit rate 0.007% among 270,000 | AID 1868; note: potency is the fitted concentration of half-maximal effect; % is set by controls: 0 for no effect and ±100 for the full control effect
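ATP-depletion format; final 35 uM ATP, 100 uM D-galactose, 5 nM enzyme; pH 8.0 HEPES/Mg2+ buffer; 60 min RT; luminescence read 10 min after detection reagent.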
A-T KAP1 phos = potential ataxia-telangiectasia treatment | […] A-T fibroblasts, KAP-1 phosphorylation AlphaLISA; neocarzinostatin DNA damage 30 min before lysis | Potency, µM (doses to about 57.5 µM), without a hit: at the top dose activation, hits mostly activators | hit rate 0.19% among 320,000 | AID 485349; note: potency is the fitted concentration of half-maximal effect; % of control where 0% means no effect; nearly all actives have a fitted effect of over 45% in size
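hTERT-immortalized A-T patient fibroblasts ([…]), 500 cells/well in OPTI-MEM, 1% FBS, got compounds for 60 min, then NCS for 30 min at 37C. Lysates were then assayed for phospho-KAP-1 by AlphaLISA (anti-pKAP1 donor, anti-KAP1 acceptor beads), 6 hr at 25C.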
Coupling enz = counter-screen for Giardia aldolase inhibitors: coupling enzyme system | coupling enzyme system counterscreen, AmpLite Red fluorescence | activity change, negative = inhibition, % at 58.2 µM, hits read low | hit rate 0.67% among 290,000; in the data active = activity change below about -30%; note: % is set by controls: 0 for no effect and ±100 for the full control effect
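Counterscreen lacking aldolase: glyceraldehyde-3-phosphate coupling-enzyme reagent preincubated 10 min at RT with compound (at 57.5 uM final), then substrate/coupling system with AmpLite Red added; fluorescence read at 525/598 nm after 20 min RT.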
a7 integrin act = activators of alpha7 integrin expression for muscular dystrophy | Potency, µM (series often up to 38.3 µM), inactives show at the top dose activation, hits mostly activators | alpha7betagal myoblasts, beta-gal FDG fluorescence, 48 h | AID 624291 | hit rate 0.064% among 350,000;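 note: potency is the fitted concentration of half-maximal effect; 100% = response of the positive control SU9516; nearly all actives have a fitted effect of over 60% in size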
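Alpha7betagal+/- myoblasts (passage 13) were plated 16-24 hr, then exposed to compounds (1:260 dilution of DMSO stock) for 48 hours at 37C. After MPER lysis, β-galactosidase reporter activity was read as FDG fluorescence (ex 480/em 540) after 30 minutes.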
Active calls of the source: *; i = inactive; ? = inconclusive; · = not tested or not shown; [ ] = another dose, or the depositor's remark. Unless noted, calls come from the whole dose curve; as a rule, active = well fitted curve in the direction sought with a large enough effect; inconclusive = small, poorly fitted or top-dose-only effect, or another doubt; inactive = no such curve, though single readings can be large; an effect the other way counts as inactive or inconclusive.

Each structure is followed by: KCNH2 WT inh	MLL CXXC-DNA inh	KCNH2 3.1 inh	TRPV1 agonist	MBNL1 CUG block	ASM inhibitor	GALK inh	A-T KAP1 phos	Coupling enz	a7 integrin act
> CCN(CC)S(=O)(=O)c1ccc(Cl)c(NC(=O)COC(=O)c2ccc(O)cc2)c1
→ -6.7	-3.9%	3.4	15.2	-8.7%	-2.4%	2.6%	3.9%	-0.9	8.4%
> CC(=O)NCCc1nc2cc(NS(=O)(=O)c3ccccc3)ccc2n1C
→ 2.1	-2.8%	-9.5	-0.4	-4.8%	0.8%	-1.2%	8.7%	0.4	-5.2%
> CC1CCc2cc(F)ccc2N1C(=O)c1ccncc1 (stereo not given)
→ -0.2	-1.9%	12.0	-2.2	-29.8%	3.1%	-2.7%	0.2%	3.0	5.6%
> Nc1ncc(-c2ccccc2)c(-c2ccc(O)cc2O)n1
→ -8.3	?	15.0	-0.3	1.8%	4.6%	-1.5%	10.5%	2.3	-50.3%[inhibitor]
> O=C(NCc1ccco1)c1ccc(Cl)nc1
→ -3.1	-2.7%	12.7	-1.0	·	2.4%	-1.7%	-11.0%	-0.6	-7.8%
> COC(=O)c1cc([N+](=O)[O-])ccc1N1CCN(Cc2ccccc2)CC1
→ 0.6	11.3%	-49.0	3.2	·	-4.6%	1.0%	-3.9%	0.9	-13.2%
> CCOC(=O)c1ccc(NC(=O)c2ccc(OC(C)C)c(OC)c2)cc1
→ 4.2	9.8%	-6.2	-1.4	-0.9%	-2.0%	5.9%	-2.2%	-2.5	-23.9%
> Cc1cccc(C(=O)NC2CCN(C(=O)Nc3ccccc3C)CC2)c1
→ -0.3	4.8%	1.4	0.2	-2.6%	-0.9%	-1.3%	7.3%	-1.4	8.2%
> CC(C)NC(=O)Nc1cccc2c1O[C@H](CN(C)C(=O)Nc1ccccc1)[C@@H](C)CN([C@H](C)CO)C2=O
→ -7.3	·	-8.8	·	·	3.4%	·	-5.7%	·	8.4%
> CCN1CCN(S(=O)(=O)Cc2ccccc2)CC1
→ 6.5	-0.6%	32.7	0.9	-3.7%	5.7%	0.6%	3.8%	3.9	4.4%
> CCOC(=O)c1sc(NC(=O)C(C)(C)C)cc1C
→ -7.5	-2.7%	1.7	2.8	3.0%	-3.2%	-3.3%	8.9%	-3.8	-8.3%
> CC(C)C[C@H](N)c1nnc(SCc2ccc(Cl)cc2)o1
→ -8.2	-4.7%	-8.8	-3.9	-17.2%	3.1%	-3.1%	39.8µM*	-0.3	30.9%
> COc1ccc(/C=C2/SC(=O)N(CC(O)Cn3c4ccccc4c4ccccc43)C2=O)cc1 (stereo not given)
→ 3.5	14.0%	-0.1	1.1	-4.9%	-8.9%	-3.9%	-0.4%	0.7	22.0%
> Clc1ccc(Nc2nc(NCCN3CCOCC3)nc(N3CCOCC3)n2)cc1
→ 1.5	17.8%	-10.5	?	2.0%	-3.3%	2.1%	-0.4%	-1.8	-40.2%
> Cc1ccc2cn[nH]c2c1NC(N)=S
→ -4.4	4.1%	-8.3	0.6	-3.1%	6.4%	9.2%	-0.6%	1.5	0.5%
> CC/C(C)=N/Nc1nc2c(c(=O)[nH]c(=O)n2C)n1CCc1ccccc1
→ -1.9	9.1%	4.1	0.3	-5.4%	0.0%	-1.3%	-4.5%	-14.7	0.4%
> Nc1nc(SCc2cccc([N+](=O)[O-])c2)n[nH]1
→ -9.6	9.0%	4.6	-0.3	26.0%	3.6%	·	8.6%	-5.3	?
> CC1(c2ccccc2)NC(=O)N(NC(=O)CSc2n[nH]c(N)n2)C1=O (stereo not given)
→ -3.0	-0.5%	-2.7	-3.0	1.0%	8.1%	0.6%	-5.6%	-0.9	?
> Cc1ccc(S(=O)(=O)n2cnc(C)c2)cc1
→ 7.1	0.4%	-13.5	-5.8	-4.5%	-2.2%	-0.9%	1.1%	-1.8	14.8%
> COCCNC(=O)CN(Cc1ccccc1)S(=O)(=O)c1ccc2nc(C)sc2c1
→ -11.6	5.3%	-0.4	13.1	3.3%	3.7%	·	8.2%	-2.8	-6.3%
> CC1CCCN(S(=O)(=O)c2ccc(C(=O)Nc3nnc(-c4ccccc4Cl)o3)cc2)C1 (stereo not given)
→ -0.6	?	-8.8	1.5	-13.1%	-1.0%	-0.7%	-2.7%	0.1	0.5%
> CC(=O)c1ccc(NC(=S)NC(NC(=O)c2ccco2)C(Cl)(Cl)Cl)cc1 (stereo not given)
→ -10.9	5.4%	-1.8	?	4.9%	-6.2%	4.0%	·	0.4	-0.5%
> COc1ccc(S(=O)(=O)N2CCN(C(=O)CCc3c[nH]c4ccccc34)CC2)cc1
→ 7.5	·	-7.9	1.8	·	2.2%	·	-0.9%	·	21.1%
> COc1ccc([C@@H]2CC(=O)c3c(O)cc(O[C@@H]4OC(CO[C@@H]5OC(C)[C@H](O)[C@H](O)C5O)[C@@H](O)[C@@H](O)C4O)cc3O2)cc1O (stereo not given in full)
→ -0.1	·	-4.3	1.1	·	1.9%	·	-2.4%	·	·
> O=C(O)CCS(=O)(=O)Cc1ccccc1F
→ -4.4	-2.5%	0.2	-1.1	3.2%	3.4%	-0.9%	4.6%	0.7	10.0%
> COC(CNC(=O)c1ccc2c(c1)ncn2-c1ccc(C)cc1C)OC
→ 2.5	-0.2%	3.6	0.9	9.3%	1.3%	0.0%	3.3%	-1.0	1.5%
> CCOc1cc(S(=O)(=O)n2ccnc2)ccc1Br
→ -12.4	10.4%	3.1	7.3	-2.2%	2.2%	-0.1%	1.2%	7.4	32.1%
> O=C(O)c1ccc(CSc2nc3ccc(N4C(=O)C5C6C=CC(C6)C5C4=O)cc3s2)cc1 (stereo not given)
→ -0.9	-1.5%	-0.4	5.8	12.0%	7.6%	0.3%	-9.8%	12.0	-15.3%
> CCOC(=O)C1=C(N)OC2=C(C(=O)CC(C)(C)C2)C1c1ccccc1OCC#N (stereo not given)
→ -3.7	-5.2%	7.3	-3.2	5.5%	-5.4%	-3.1%	4.6%	2.6	-6.8%
> CCCCNC(=O)[C@]1(C)CCC[C@@]2(C)C3CC[C@@]4(C)C[C@]3(CCC21)CC4=O (stereo not given in full)
→ -7.2	·	8.1	19.4	·	2.1%	·	5.0%	·	30.9%
> O=C(Cn1cnc2ccccc2c1=O)NNC(=O)c1ccccc1
→ -7.5	-9.8%	-1.6	2.8	0.5%	8.4%	·	18.2%	1.6	1.9%
> O=C(CSc1n[nH]c(-c2ccncc2)n1)Nc1ccccc1C(F)(F)F
→ -4.5	12.0%	-12.2	0.7	0.6%	8.1%	-2.7%	-3.9%	-1.8	1.9%
> COc1ccc(-c2cc(-c3nnc(-c4ccncc4)o3)c3ccccc3n2)cc1
→ 0.8	6.0%	-10.4	1.3	·	141.2%[activator]	0.9%	-4.9%	-0.5	-22.3%
> CS/C(=N\S(=O)(=O)c1cccs1)Nc1cccc(Cl)c1C
→ -1.7	6.6%	1.2	2.1	-9.3%	-0.3%	0.1%	1.0%	0.3	3.6%
> O=C(CN(c1ccccc1)S(=O)(=O)c1ccccc1)Nc1ccccc1C(=O)NCc1ccco1
→ 0.0	26.7%	0.6	12.7	-2.0%	-0.6%	-0.4%	-0.2%	1.1	20.7%
> Cc1cc(C)c2[nH]c(C)c(CN3CCCCCC3)c(=O)c2c1
→ -4.7	-4.8%	-8.3	0.3	-1.1%	-0.5%	·	14.3%	0.1	?
> O=C(CSc1nnc(C2CC2)n1-c1ccccc1)NCCN1C(=O)CSC1=O
→ -3.0	-2.1%	16.8	-0.6	-0.5%	-4.0%	11.7%	-21.0%	3.1	-8.0%
> Cc1onc(-c2ccccc2)c1C(=O)N/N=C/C=C/c1ccccc1
→ 3.7	-10.4%	4.5	-1.2	7.2%	-5.1%	0.0%	2.0%	-0.5	2.3%
> CC(=O)Nc1ccc(N(C(=O)Cc2cccs2)C(C(=O)NC2CCCC2)c2ccncc2)cc1 (stereo not given)
→ -6.0	3.0%	25.5	1.6	-6.0%	3.8%	-0.5%	-0.2%	1.0	9.8%
> CN(C)S(=O)(=O)N1CCC(Oc2ccc(C(=O)NC3CCCCC3)cc2)CC1
→ 4.5	2.6%	-15.5	7.8	6.4%	2.3%	-0.1%	-2.9%	-1.7	-4.8%
> C=CCn1cc(-c2cccc(C(F)(F)F)c2)cc(C#N)c1=O
→ i	-0.8%	3.7	-1.3	17.8%	99.7%[activator]	0.0%	1.6%	1.0	-22.6%
> CCN(C(=O)COC(=O)/C=C/c1cccc(Cl)c1)c1c(N)n(Cc2ccccc2)c(=O)[nH]c1=O
→ -5.0	·	12.5	-2.2	·	3.3%	·	-4.9%	·	-7.7%
> Oc1cccc2c3c(oc12)CCCC3
→ -8.7	·	-1.3	·	·	0.7%	·	·	·	-3.6%
